yeast cln2 rad14 – NCI yeast anticancer drug screen, S. cerevisiae cln2 rad14 strain. actives 8.3% (n = 78,000). % growth inhibition at 50 µM;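 note: 0% = growth of vehicle-only cultures of the same strain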
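Growth of compound-exposed yeast (cln2 rad14 genotype) measured and expressed as inhibition relative to vehicle.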
yeast mec2-1 – NCI yeast anticancer drug screen, S. cerevisiae mec2-1 strain | % growth inhibition at 50 µM | actives 9% (n = 79,000);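 note: 0% = growth of vehicle-only cultures of the same strain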
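Vehicle-treated cultures served as reference for growth inhibition of compound-exposed mec2-1 yeast.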
yeast sgs1 mgt1 – NCI yeast anticancer drug screen, S. cerevisiae sgs1 mgt1 strain; AID 161; % growth inhibition at 50 µM; actives 10% (n = 78,000);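 note: 0% = growth of vehicle-only cultures of the same strain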
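This yeast growth screen uses a strain with defined DNA-repair lesions; compound-treated growth is compared with vehicle-treated growth.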
mlh1 rad18 – NCI yeast anticancer drug screen, S. cerevisiae mlh1 rad18 strain | AID 175 | growth inhibition, % at 50 µM | actives 11% (n = 79,000);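 note: 0% = growth of vehicle-only cultures of the same strain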
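Inhibition values reflect reduced growth of mutant yeast versus vehicle-treated controls following compound exposure; the mutations affect DNA damage repair.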
yeast rad50 – NCI yeast anticancer drug screen, S. cerevisiae rad50 strain. growth inhibition, % at 50 µM. actives 10% (n = 79,000). AID 155;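 note: 0% = growth of vehicle-only cultures of the same strain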
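Genetically altered yeast (DNA repair pathway); compound treatment; growth inhibition vs vehicle ctrl.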
bub3 – NCI yeast anticancer drug screen, S. cerevisiae bub3 mutant strain | % growth inhibition at 50 µM | actives 9.9% (n = 78,000) | AID 167;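 note: 0% = growth of vehicle-only cultures of the same strain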
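Whole-cell yeast assay. The mutant strain was incubated with compounds, and growth inhibition was determined by comparison with vehicle-treated cells.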
* hit, by the source's call; & = joins results of further samples. Cut-off read from the data, not from the text of the source: active = growth inhibition above about 70%; inactive = the rest.

Fields: yeast cln2 rad14 | yeast mec2-1 | yeast sgs1 mgt1 | mlh1 rad18 | yeast rad50 | bub3
1) NNC(=O)N/N=C/c1cccc(O)c1
  -12 | -2 | -21 | -19 | -12 | 1
2) COC1c2ccccc2CC1(C)C (centres undefined)
  -52 | 9 | 6 | 10 | 14 | 10
3) CCCCCCCCCCCCCCCC[N+](C)(C)CC#CCCl
  99* | 100* | 49 | 49 | -3 | 99*
4) CC1CCCCC1CO (centres undefined)
  -18 | 3 | -5 | -1 | 6 | 9
5) O=C(CCCCCCCCC(=O)OCc1ccccc1)OCc1ccccc1
  -24 | 3 | 4 | 41 | 19 | 11
6) CCN(CC)CCn1c2ccccc2c(=O)c2c(OC)ccc(OC)c21
  17 | 8 | 16 | 51 | 54 | 17
7) Cc1ccc(Cl)cc1NC(=O)c1ccccc1
  -29 | -1 | -8 | 15 | 3 | -18
8) CC1=C2c3ccccc3N(S(=O)(=O)c3ccccc3)[C@H]2[C@H](C(=O)N2C3CC4CC[C@@]3(CS2(=O)=O)C4(C)C)CC1 (some centres undefined)
  -6 | 10 | 33 | 29 | 21 | 63
9) O=C(O)c1cnc2cc3c(cc2c1Nc1cccc(C(F)(F)F)c1)OCO3
  7 | -9 | 5 | 4 | 29 | 29
10) COc1cccc(N=Cc2ccc(C=Nc3cccc(OC)c3)cc2)c1
  -9 | -9 | 11 | -12 | 6 | 28
11) CC(C)(CO)N=Cc1ccccc1O
  -4 | -2 | -14 | 6 | 0 | -13
12) N#Cc1ccc(CC(=O)O)cc1
  0 | -16 | 7 | -8 | 25 | -8
13) CCN(CC)CCOc1ccccc1/C=C/c1noc2ccccc12
  9 | -7 | -11 | 20 | 10 | 8
14) CC(=O)c1cccc(NC(=O)N2CCCCC2C)c1 (centres undefined)
  -13 | 30 | 9 | -13 | -5 | 15
15) O=C1c2ccccc2C(=O)c2c(NCCNC(=O)C3CCCN3)ccc(NCCNC(=O)C3CCCN3)c21 (centres undefined)
  3 | -12 | 22 | -86 | -1 | -4
16) CC1COC(c2cn[nH]c2C(N)=O)C1O (centres undefined)
  39 | 21 | -6 | 8 | 0 | 1
17) Clc1ccc(C2N(Cc3ccccc3)CCC3CCCCN32)cc1Cl (centres undefined)
  26 | -22 | 14 | -1 | -10 | -10
18) CCN(CC)CCOC(=O)C(S)(c1ccccc1)C1CCCCC1 (centres undefined)
  -13 | -7 | 1 | 17 | 14 | -13
19) CC1CCCC(C)(C)/C1=N/O (centres undefined)
  13 | 20 | 12 | 7 | 16 | 21
20) C=C[C@@]1(C)CC(=O)[C@]2(O)[C@@]3(C)[C@@H](O)CCC(C)(C)[C@@H]3[C@H](O)[C@@H](OC(C)=O)[C@@]2(C)O1
  9 | -4 | -6 | -68 | 0 | -4
21) CCc1n[nH]c(=O)n1CCO
  4 | 5 | 17 | -57 | 6 | 10
22) C/C(CCN(C)C)=N/O
  10 | 1 | 13 | 16 | 21 | 19
23) CCCCCCCCCCCCOP(=O)(O)OP(=O)(O)OCC1OC(n2ccc(N)nc2=O)CC1O (centres undefined)
  17 | 22 | 28 | 18 | 28 | 22
24) CC1NS(=O)(=O)N(C)C1=O (centres undefined)
  37 | 16 | -2 | -1 | 3 | 9
25) O=C(C[n+]1ccncc1)c1cccc([N+](=O)[O-])c1
  8 | -2 | 9 | 27 | 0 | 8
26) Cc1ccc(S(=O)(=O)Oc2c(Cl)c(Cl)c(Cl)c(Cl)c2Cl)cc1
  -15 | -10 | 2 | 5 | -10 | 10
27) CC(O)(c1ccccc1)c1ccccc1S(=O)(=O)Nc1ccccc1 (centres undefined)
  98* | 99* | 99* | 98* | 99* | 99*
28) CCC(/C=C/c1ccc(C)cc1)=N\NC(=O)c1ccccc1
  19 | -2 | -1 | 3 | 0 | 3
29) O=[N+]([O-])c1cc(-c2cccnc2)n[nH]1
  -7 | 6 | 12 | 21 | 1 | -10
30) O=C(Oc1ccccc1Cl)C1=C(C(=O)Oc2ccccc2Cl)CCC1
  -1 | -1 | 45 | 10 | 51 | 5

6 compounds already listed, ordered by molar mass, falling.
Fields: yeast cln2 rad14 | yeast mec2-1 | yeast sgs1 mgt1 | mlh1 rad18 | yeast rad50 | bub3
23) CCCCCCCCCCCCOP(=O)(O)OP(=O)(O)OCC1OC(n2ccc(N)nc2=O)CC1O (centres undefined)
  17 | 22 | 28 | 18 | 28 | 22
26) Cc1ccc(S(=O)(=O)Oc2c(Cl)c(Cl)c(Cl)c(Cl)c2Cl)cc1
  -15 | -10 | 2 | 5 | -10 | 10
30) O=C(Oc1ccccc1Cl)C1=C(C(=O)Oc2ccccc2Cl)CCC1
  -1 | -1 | 45 | 10 | 51 | 5
27) CC(O)(c1ccccc1)c1ccccc1S(=O)(=O)Nc1ccccc1 (centres undefined)
  98* | 99* | 99* | 98* | 99* | 99*
25) O=C(C[n+]1ccncc1)c1cccc([N+](=O)[O-])c1
  8 | -2 | 9 | 27 | 0 | 8
24) CC1NS(=O)(=O)N(C)C1=O (centres undefined)
  37 | 16 | -2 | -1 | 3 | 9

(list continues)
Fields: yeast cln2 rad14 | yeast mec2-1 | yeast sgs1 mgt1 | mlh1 rad18 | yeast rad50 | bub3
31) O=S(=O)(NC(=S)S)c1ccccc1
  25 | -13 | 69 | -47 | -31 | 36
32) CNC(=O)Nc1[nH]c(=O)ncc1Cl
  -5 | 0 | 9 | 5 | 6 | 16
33) OC(CCCCCCCCC(O)CN1CCCCC1)CN1CCCCC1 (centres undefined)
  11 | 26 | 5 | 15 | 3 | 21
34) CCCCC(CC)C(=O)CC(C)=O (centres undefined)
  -2 | -4 | 8 | 1 | 6 | 1
35) OC(c1nc2ccccc2s1)(C(F)(F)F)C(F)(F)F
  18 | -20 | -10 | 38 | -14 | -13
36) CCOC(=O)Nc1ccc([N+](=O)[O-])cc1[N+](=O)[O-]
  15 | 0 | 16 | 13 | 16 | 9
37) Nc1ccc(S(=O)(=O)Nc2cc(C(F)(F)F)cc(C(F)(F)F)c2)cc1
  42 | 17 | 29 | 32 | 13 | 11
38) COc1ccc(C2c3cc4c(cc3OC(O)(CO)C2C(=O)O)OCO4)c(OC)c1OC (centres undefined) (tested in a mixture with another compound)
  -16 | -4 | 6 | 10 | 0 | -18
39) CC(=O)O[C@H]1CCC2[C@@H]3CCC4Cc5nc6c(nc5C[C@]4(C)C3CC[C@@]21C)CC1CC[C@@H]2C(CC[C@@]3(C)C2CC[C@@H]3C(C)CCCC(C)C)[C@@]1(C)C6 (some centres undefined)
  -1 | -20 | -8 | 5 | -15 | -5
40) CCc1cccc([N+](=O)[O-])c1CC
  -50 | -10 | -6 | -12 | 8 | -13
41) NC(=O)c1cc(-c2ccc(-n3ccnc3)cc2)n[nH]c1=O
  -13 | -40 | -17 | -10 | -2 | -22
42) Cc1cc(N)c(C)c2ccncc12
  -15 | 0 | -12 | 3 | -11 | 24
43) CCCCS(=O)(=O)N(CCC)CCC
  -18 | -14 | 5 | -13 | 10 | -4
44) CC(=O)OCC(OC(C)=O)C(OC(C)=O)C(OC(C)=O)C(C=NN(C(C)=O)S(=O)(=O)c1ccc(/C=C2\NC(=O)NC2=O)cc1)OC(C)=O (centres undefined)
  31&24 | 1&13 | 12&27 | 18&26 | 15&3 | 7&-5
45) CCOC(=O)/C(O)=C(/C=N/C(=S)Nc1c(CC)cccc1CC)C(=O)OCC
  35 | 25 | 51 | 60 | 65 | 67
46) CC=CCOc1cc(NC(=S)OC(C)C)ccc1Cl (mixture of isomers)
  90* | 89* | 88* | 86* | 79* | 90*
47) N#Cc1ccc([N+](=O)[O-])o1
  63 | 99* | 96* | 98* | 96* | 98*
48) Nc1ccc(O)c(C(=O)O)c1
  1 | 11 | 11 | 27 | 24 | 1
49) O=[N+]([O-])c1cccc(/C=N/NC2=CS(=O)(=O)C=C2)c1
  -2 | -9 | -23 | -21 | -15 | -29
50) CCN(CC)CCCn1c(-c2ccccc2)ccc1-c1ccccc1
  -16 | -6 | 8 | 18 | 10 | 21
51) COc1ccc(Cl)cc1NC(=O)Oc1ccccn1
  -10 | 13 | 19 | 7 | -6 | 32
52) NS(=O)(=O)c1nc(S(=O)(=O)O)c2[nH]cnc2n1
  -4 | 0 | -7 | 14 | 4 | -45
53) O=[N+]([O-])c1ccc2oc(=Nc3ccccc3)c(Nc3ccccc3)nc2c1
  16 | 11 | -19 | 6 | -21 | 7
54) CCOC(=O)C(=CNc1ccc(S(N)(=O)=O)cc1)C(=O)OCC
  6 | 8 | -31 | -26 | 14 | -14
55) CN(C)CC(O)c1cc2ccccc2c2ccccc12 (centres undefined)
  -32&-9 | -11&23 | -2&3 | -14&9 | -2&3 | -6&18
56) Nc1c([N+](=O)[O-])nc(Cl)c2nncn12
  -7 | -25 | -45 | -2 | -18 | -43
57) CN=c1sc2c(n1C)C(=O)c1ccccc1C2=O
  26 | 76* | 88* | 81* | 83* | 66
58) O=C1C2C3C=CC(C3)C2C(=O)C1(Br)Br (centres undefined)
  4 | 10 | 14 | 19 | 16 | -8
59) COc1ccc2c(c1)CCC1=C2CCC2(C)C1=CCS2(=O)=O (centres undefined)
  23 | -6 | -8 | -2 | 4 | 8
60) C(/C=C/CC=Nc1ccccc1)=Nc1ccccc1
  42 | 31 | 12 | -30 | 4 | -8
61) CSc1nc(NC2OC(CO)C(O)C(O)C2O)c(I)c(=O)[nH]1 (centres undefined)
  -8 | 7 | 4 | 24 | 6 | -1
62) C=CCNC(=S)Nc1cccc(C(C)OC(=O)NC(C)(C)C)c1 (centres undefined)
  -6 | 31 | 36 | 21 | 1 | 34
63) NC1Nc2ccccc2NC1=O (centres undefined)
  -3 | 10 | 3 | 0 | 5 | 6
64) COC(=O)C1C2CC(C#N)C(C1C(=O)OC)N(C)C2 (centres undefined)
  2 | 9 | 5 | -14 | -1 | 10
65) Nc1cc(S(=O)O)c2cccnc2c1O
  -37 | 1 | -2 | 5 | 9 | -39
66) NC(=O)c1ncn(C2OC(CO)C(O)C2O)c1O (centres undefined)
  4 | -11 | 11 | -48 | -8 | -8
67) CN(CCCO)CCCO
  3 | -2 | 1 | -1 | 6 | 2
68) O=S(=O)(NCCBr)c1ccccc1
  12 | 2 | -9 | 2 | -2 | -2
69) O=C1CCC(=O)N1CCCO
  -54 | 10 | 1 | 18 | 1 | 21
70) CSc1cccc(C(=O)O)c1
  -44 | 1 | 3 | 5 | -9 | -10

Single records, as listed above.
NC1Nc2ccccc2NC1=O (centres undefined) as listed: yeast cln2 rad14 = -3; yeast mec2-1 = 10; yeast sgs1 mgt1 = 3; mlh1 rad18 = 0; yeast rad50 = 5; bub3 = 6
CSc1cccc(C(=O)O)c1 as listed: yeast cln2 rad14 = -44; yeast mec2-1 = 1; yeast sgs1 mgt1 = 3; mlh1 rad18 = 5; yeast rad50 = -9; bub3 = -10

Additional compounds:
Fields: yeast cln2 rad14 | yeast mec2-1 | yeast sgs1 mgt1 | mlh1 rad18 | yeast rad50 | bub3
71) OC12c3ccccc3C1CCCCCC21OCCCO1 (centres undefined)
  -17 | -28 | -32 | -20 | -9 | -8
72) CC(C)OC(=O)C(N)Cc1ccccc1 (centres undefined)
  28 | 16 | 1 | -3 | -11 | 10
73) COc1ccc(-c2cc(C(=O)O)c3cc4ccccc4cc3n2)cc1Br
  24 | -16 | 14 | 11 | 9 | 3
74) N#CC(NNC(=O)Cc1ccccc1)c1ccc([N+](=O)[O-])cc1 (centres undefined)
  -11 | -11 | -35 | -14 | -19 | -38
75) Cc1c2ccccc2c(C)n2c1nc1cc(Cl)c(Cl)cc12
  87* | 91* | 89* | 86* | 86* | 90*
76) OCC1OC(n2ccc3c2ncn2ncnc32)C(O)C1O (centres undefined)
  -15 | 3 | -10 | -48 | -21 | -38
77) N#Cc1nc(Nc2cccc3ccccc23)sc1N
  12 | 15 | 21 | 51 | 8 | 16
78) O=C(C[n+]1ccccc1)N/N=C(\Cc1nc2ccc([N+](=O)[O-])cc2[nH]c1=O)C(=O)Nc1cc(Cl)c(Cl)cc1Cl
  -28 | 10 | 2 | 9 | 24 | 17
79) O=C(C(/C=N\C(=S)Nc1ccccc1Cl)=C(/O)c1ccccc1)c1ccccc1
  98* | 99* | 99* | 99* | 99* | 99*
80) CC(CC(c1ccccc1)c1ccccc1)[N+](C)(C)C (centres undefined)
  -23 | -21 | -15 | -1 | -8 | -12
81) CC(C)c1ccc2c(c1)CCC1C(C)(C(=O)O)CCCC21C (centres undefined)
  97* | 98* | 98* | 98* | 95* | 98*
82) CCCCCCCC/C=C\CCCCCCCCNc1ccn(C2OC(COP(=O)(O)OC3CC(n4cc(F)c(=O)[nH]c4=O)OC3CO)C(O)C2O)c(=O)n1 (centres undefined)
  -40 | -28 | 56 | -58 | 5 | -62
83) CN(Cc1cnc2nc(N)nc(N)c2n1)c1ccc(C(=O)N[C@@H](CCC(=O)O)C(=O)O)cc1
  -6 | 98* | 82* | 88* | 89* | 90*

Source: PubChem BioAssay (NCI)
